HCV inhibitor: inhibitors of hepatitis C virus infection. hit rate 3.4% among 340,000. Huh7.5.1 HCVcc-Cre infection, luciferase reporter, 44 h. Potency, µM (series often up to 41.8 µM), for inactives: at the highest dose activity change, negative = inhibition, most hits filed as inhibitors; further: potency means the concentration at half of the fitted maximal effect
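1,000 cells/well; 4 h culture; + compound; + HCVcc-Cre (~0.5 moi); 44 h; luciferase substrate, RT 15 min; read 15 sec.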
AmpC no deterg: inhibitors of E. coli AmpC beta-lactamase without detergent. Potency, µM (doses to about 57.1 µM), for inactives: at the highest dose activity change, negative = inhibition, most hits filed as inhibitors. AmpC nitrocefin hydrolysis, absorbance 480 nm, 0.0001% Triton. AID 485341. hit rate 0.52% among 330,000;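 further: potency means the concentration at half of the fitted maximal effect; plate controls were no compound for no effect and no enzyme for full effect; nearly all actives have a fitted effect of over 20% in size; some results filed as inactive show a strong effect at the top dose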
Target sequence (P00811 whole entry, looked up): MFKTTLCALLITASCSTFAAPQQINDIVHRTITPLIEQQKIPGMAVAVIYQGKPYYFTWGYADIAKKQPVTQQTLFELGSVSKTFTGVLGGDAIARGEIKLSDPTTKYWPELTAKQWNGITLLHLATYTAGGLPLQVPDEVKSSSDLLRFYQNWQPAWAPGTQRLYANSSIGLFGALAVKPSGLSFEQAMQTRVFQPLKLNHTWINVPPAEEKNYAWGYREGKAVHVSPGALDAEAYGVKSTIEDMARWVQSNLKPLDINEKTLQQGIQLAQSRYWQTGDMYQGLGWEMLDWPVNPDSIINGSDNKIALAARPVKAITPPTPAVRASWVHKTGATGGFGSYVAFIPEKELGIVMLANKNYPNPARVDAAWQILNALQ
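20 mM phosphate pH 7.0 + 0.01% (detergent screen) or 0.0001% Triton X-100; 5.3 nM AmpC reagent; cpd preinc 15 min RT; nitrocefin (800 uM stock) to start; A480 q20 s × 4 min; Activity was normalised to no-enzyme and no-compound control wells.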
Sm TGR inh: blocks Schistosoma mansoni thioredoxin glutathione reductase; Q962Y6; purified TGR, DTNB reduction, TNB absorbance 405 nm; Potency, µM (top dose mostly 114 µM), for inactives: at the top dose activity change, negative = inhibition, hits mostly inhibitors; hit rate 3% among 360,000; AID 485364; further: potency means the concentration at half of the fitted maximal effect; nearly all actives have a fitted effect of over 60% in size
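First, TGR (20 nM dispensed) and NADPH were mixed with compound. Second, a 15 min room-temperature incubation followed. Third, further NADPH and then DTNB were added to start the reaction. Finally, TNB absorbance was monitored kinetically.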
HCMV antiviral: inhibitors of human cytomegalovirus; HFF cells, HCMV-luciferase reporter, 72 h; active compounds read low; activity change, negative = inhibition, % at 57.5 µM; hit rate 4.5% among 410,000; AID 1259415; in the data active means activity change below about -60%; inconclusive means no clear call, values can overlap the other calls; inactive means above about -39%
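Human foreskin fibroblasts infected with luciferase-reporter HCMV at MOI 1 PFU/cell, compounds at two doses. Luciferase measured 72 h post infection; normalized to buffer-only basal and Salinomycin (10uM) controls.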
Giardia FBPA inh: blocks Giardia fructose-bisphosphate aldolase activity. A8B2U2. purified Giardia FBPA. Potency, µM (doses to about 59.6 µM), for the others: at the highest dose activity, negative = inhibition, most hits filed as inhibitors. hit rate 0.71% among 290,000. AID 2451; further: potency means the concentration at half of the fitted maximal effect; nearly all actives have a fitted effect of over 55% in size
Target sequence (A8B2U2 whole entry, looked up): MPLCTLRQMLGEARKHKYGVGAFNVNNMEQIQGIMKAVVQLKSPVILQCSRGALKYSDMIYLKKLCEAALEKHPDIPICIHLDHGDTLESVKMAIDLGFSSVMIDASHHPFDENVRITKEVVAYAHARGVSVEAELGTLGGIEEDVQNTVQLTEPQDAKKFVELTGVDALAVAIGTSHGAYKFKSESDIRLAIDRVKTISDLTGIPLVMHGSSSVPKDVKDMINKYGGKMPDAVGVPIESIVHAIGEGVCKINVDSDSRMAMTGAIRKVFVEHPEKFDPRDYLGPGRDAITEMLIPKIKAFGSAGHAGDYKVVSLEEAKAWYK
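Giardia FBPA (40 nM reagent) was preincubated 10 min at RT with compound (up to 57.5 uM final), then substrate plus GAPDH/TPI/NAD/arsenate coupling system with diaphorase/resazurin was added; resorufin fluorescence (525/598 nm) was read after 20 min.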
AmpC inh detg: blocks E. coli AmpC beta-lactamase in detergent assay | Potency, µM (highest dose often 114 µM), for inactives: top-dose activity change, negative = inhibition, actives largely listed as inhibitors | AmpC hydrolysis of nitrocefin, absorbance 480 nm, 0.01% Triton | P00811 | hit rate 0.041% among 370,000;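 further: potency means the concentration at half of the fitted maximal effect; 0% = no-compound wells and -100% = no-enzyme wells; nearly all actives have a fitted effect of over 25% in size; some results filed as inactive show a strong effect at the top dose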
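20 mM phosphate pH 7.0 + 0.01% (detergent screen) or 0.0001% Triton X-100; 5.3 nM AmpC reagent; cpd preinc 15 min RT; nitrocefin (800 uM stock) to start; A480 q20 s × 4 min; Activity was normalised to no-enzyme and no-compound control wells.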
* hit, by the source's call; u = inconclusive; x = not tested or not shown; & = joins results of further samples; ! = repeats disagree; [ ] = another dose, or the depositor's remark. Unless noted, the call rests on the fitted dose curve; in most records, active means well fitted curve in the direction sought with a large enough effect; inconclusive means small, poorly fitted or top-dose-only effect, or another doubt; inactive means no such curve, though single readings can be large; an effect the other way counts as inactive or inconclusive. Unless noted, on the % scale 0 is the no-effect control and ±100 the full control effect. Rows were taken by chance; overall some 9.9% were active at least once.

no.	smiles	AmpC no deterg	Sm TGR inh	Giardia FBPA inh	HCMV antiviral	AmpC inh detg	HCV inhibitor
1	Cc1cc(C)c(C)c(S(=O)(=O)N2CCCN(C)CC2)c1C	69%[activator]	9%	-23%	-10	-11%	-12%
2	CC(C)(C)c1ccc(OCCC(=O)OCC(=O)Nc2ccc(N3CCOCC3)cc2)cc1	81%[activator]	-13%	x	-9	u	u
3	O=C(CCNC(=O)c1ccc([N+](=O)[O-])cc1)N/N=C/c1ccc(F)cc1	-24%	-15%	-3%	u	-1%	-1%
4	Cn1c(=O)c2c(SCC(=O)Nc3ccccc3C(F)(F)F)nc(C3CCCC3)nc2n(C)c1=O	x	-1%	x	3	15%	x
5	COc1ccccc1/C=C/c1onc(C)c1S(=O)(=O)N1CCC(C(=O)N2CCC(C)CC2)CC1	x	6%	x	0	7%	x
6	Cc1nnc(NC(=O)C2CCN(S(=O)(=O)c3ccc(Cl)cc3)CC2)s1	-17%	-1%	3%	0	-4%	18%
7	CC(NC(=O)c1ccco1)C(c1cccs1)N1CCN(c2ccccc2F)CC1 (stereo not drawn)	34%	1%	-1%	8	4%	u
8	Cc1cccc(NC(=S)c2nc3ccccc3s2)c1	-23%	7%	-1%	104	u	-6%
9	Cc1cc(N2CCN(c3ccc(F)cc3)CC2)n2ncnc2n1	-16%	-10%	0%	-23	-11%	2%
10	CC(=O)Cn1cnc2c(cnn2-c2ccccc2)c1=O	-21%	-2%	2%	7	4%	0%
11	CCNC(=O)O/N=C(\C)c1sc(-c2ccc(Cl)cc2)nc1C	15%	23%	-6%	170	1%	10µM*
12	CCOc1ccccc1C1CC(=O)NC2=C1C(=O)CC(C)(C)C2 (stereo not drawn)	3%	13%	9%	-3	-15%	3%
13	CN(C)c1ccc(CN2CCC(C(N)=O)CC2)cc1	-13%	x	u	81	u	3%
14	Cc1ccc(CNS(=O)(=O)/C=C/c2ccc3c(c2)OCO3)cc1	-31%	7%	4%	46	-14%	u
15	COc1ccc(-c2cc(C(F)(F)F)n3nc(C(=O)N4CCN(C(=O)c5ccco5)CC4)cc3n2)cc1	9%	-8%	16%	54	-14%	u
16	O=C(CC(CC(=O)c1ccc(Cl)cc1)c1ccccc1C(=O)O)c1ccc(Cl)cc1	-23%	6%	24%	10	-2%	10%
17	CCOC(=O)C1CCN(C(=O)CSc2cc(=O)n(CC)c3ccccc23)CC1	91%[activator]	11%	0%	6	-8%	11µM*
18	COC(=O)[C@]1(Cc2ccccc2)N[C@H](CN(C)C(=O)Nc2ccc(F)cc2)[C@@H]2C(=O)N(C)C(=O)[C@@H]21	30%	x	x	-5	x	1%
19	CCCCn1[nH]c(-c2ccccc2)cc1=O	-17%	3%	-12%	3	-14%	6%
20	O=C(c1ccc(S(=O)(=O)Nc2ccccc2)cc1)N1CCCC(C(F)(F)F)C1 (stereo not drawn)	-4%	-22%	x	-3	4%	u

An excerpt from above, limited to HCV inhibitor, Giardia FBPA inh and Sm TGR inh:
item	Compound	HCV inhibitor	Giardia FBPA inh	Sm TGR inh
2	CC(C)(C)c1ccc(OCCC(=O)OCC(=O)Nc2ccc(N3CCOCC3)cc2)cc1	u	x	-13%
3	O=C(CCNC(=O)c1ccc([N+](=O)[O-])cc1)N/N=C/c1ccc(F)cc1	-1%	-3%	-15%

Going on with the list.
no.	smiles	AmpC no deterg	Sm TGR inh	Giardia FBPA inh	HCMV antiviral	AmpC inh detg	HCV inhibitor
21	C=C[C@H]1CN2CC[C@H]1C[C@H]2[C@H](O)c1ccnc2ccccc12	-32%	-1%	x	-33	u	-29%
22	CSc1ncc(Cl)c(C(=O)Nc2ccc(S(=O)(=O)Nc3nccc(C)n3)cc2)n1	-17%	5%&-6%	x	5&8	8%&16%	x
23	O=C(COC(=O)c1ccc(NS(=O)(=O)c2ccc3c(c2)OCCO3)cc1)NC1CC1	-35%	0%	17%	-9	u	5%
24	COc1ccccc1CNC(=O)CSc1nnc2c(Cl)cc(C(F)(F)F)cn12	12%	-13%	4%	-5	-17%	9%
25	CCN(C(=O)COC(=O)c1c(C)nn(-c2ccccc2)c1Cl)c1c(N)n(Cc2ccccc2)c(=O)[nH]c1=O	93%[activator]	-2%	x	-3	-17%	-29%
26	CCOC(=O)c1ccc(Cn2cnc3ccccc3c2=O)cc1	0%	-1%	-1%	28	4%	6%
27	CCCCCOc1ccc(C(=O)NC(C(=O)O)C(C)C)cc1 (stereo not drawn)	-5%	0%	27%	35	-14%	2%
28	Cc1nn(C(C)C(=O)Nc2ccc(C(C)C)cc2)c(=O)c2c1sc1ccccc12 (stereo not drawn)	x	-4%	x	-10	-6%	x
29	CC(C)(CNCc1ccccc1)NS(=O)(=O)c1ccccc1	-26%	x	x	-22	x	23%
30	Cc1ccc2nc(-c3ccc(O)cc3)c(Nc3ccc4c(c3)OCO4)n2c1	x	-10%	x	27	5%	x
31	CC(C)(C)c1ccc(-c2c(C(=O)O)c(C(=O)O)c3n2CSC3)cc1	-55%	-13%	-22%	u	0%	5%
32	CCc1c(C)c2ccc(OCC(N)=O)cc2oc1=O	-23%	3%	3%	84	-1%	4%
33	CSCC(=O)N1CCCC(CNC(=O)c2ccc(-c3ccccc3)cc2)C1 (stereo not drawn)	148%[activator]	-12%	-10%	-15	-8%	u
34	Cc1ccc(NC(=O)Cn2cc(C(=O)c3ccccc3)c3ccccc32)c(C)c1	x	1%	x	-14	-2%	x
35	COc1cc(CN2CCN(S(=O)(=O)c3ccc(F)cc3)CC2)cc(OC)c1OC	41%	-3%[11.4 µM]	u	38&-35	-6%&-7%	7%
36	CC(C)C(=O)Nc1cccc(C(=O)NCc2ccc3c(c2)OCO3)c1	-27%	-1%	-1%	46	-3%	u
37	O=c1cc(CN2CCN(Cc3ccccc3)CC2)c2cc(Cl)ccc2o1	-7%	-16%	5%	52	u	12%
38	CCN1CCN(Cc2ccc(NC(=O)c3ccc(C)c(NC(=O)c4cccc5[nH]ccc45)c3)cc2C(F)(F)F)CC1	14%	1%	-6%	-99*!	4%	9%
39	Cc1ccc(NS(=O)(=O)N(C)C)cc1	-4%	-1%	-5%	-4	u	-18%
40	CCOC(=O)c1ncn2c1[C@@H]1CCNC1C(=O)c1cc(OC)ccc1-2 (stereo partly drawn)	-19%	0%	x	-25	-9%	u
41	Cc1nn(CC(C)C)c(=S)[nH]c1=O	-7%	4%	-17%	24	-18%	7%
42	CCCn1c(SCC(=O)Nc2cc(Cl)ccc2OC)n[nH]c1=O	27%	5%	-20%	39	4%	10µM*
43	COC(=O)c1c(NC(=O)CS(=O)(=O)c2ccc(C)cc2)sc2c1CCCCC2	x	-19%	x	u	-4%	x
44	COc1ccccc1NC(=O)Cn1c(=O)n(-c2cccc(C)c2)c(=O)c2c1c1cc(C)ccc1n2C	x	1%	x	116	0%	x
45	O=C(Nc1ccccc1C(=O)NCc1ccc(Cl)cc1)c1ccco1	-55%	2%	4%	-32	-1%	u
46	COC(=O)[C@H](CC(C)C)NC(=O)Cn1cnc2c(NCc3ccccc3)ncnc21	-2%	x	x	-27	x	1%
47	O=c1c2ccccc2nc(COc2ccccc2)n1/N=C/c1c[nH]c2ccccc12	-31%	-18%	4%	-18	-5%	0%
48	Cc1cc(C)cc(N=C2NC(=O)/C(=C/c3cccs3)S2)c1	u	-1%	1%	37	-4%	10%
49	CCOc1ccccc1CNC(=O)C1=C(C)C(=O)OC12CCN(C(C)=O)CC2	x	5%	x	0	14%	x
50	Cc1cc(C)c(C#N)c(N2CCCC(C(N)=O)C2)n1 (stereo not drawn)	-26%	0%	7%	-6	-7%	10%
51	CCCn1c(SCc2nc(-c3ccccc3OCC)no2)nnc1-c1ccc(Cl)cc1	x	-12%	x	-14	2%	x
52	O=C(Nc1ccc2ccccc2c1)N1C[C@H]2C[C@@H](C1)c1cccc(=O)n1C2	-15%	9%	3%	-19	-10%	13%
53	CCCNC(=O)C(Cc1ccc(C(F)(F)F)cc1)NC(=O)c1ccc(C#N)cc1 (stereo not drawn)	-21%	-1%	x	21	-6%	6%
54	O=C(COC(=O)c1ccccc1-n1cnnn1)c1ccc(F)cc1	-18%	-1%	x	-24	-13%	u
55	NC(=NC1CCCCC1)c1ccc(Cl)cc1	-25%	x	0%	-27	2%	18%
56	COc1ccccc1/C=N/NC(=O)c1cccc(NC(=O)c2ccccc2C)c1	-31%	-6%	6%	-6	-13%	-8%
57	COc1ccc(CCN2C(=O)C(Oc3ccccc3)C2c2ccc3c(c2)OCO3)cc1 (stereo not drawn)	-15%	-14%	5%	-3	-11%	-10%
58	Cc1cccc2sc(N(CCN(C)C)C(=O)c3ccc4ccccc4c3)nc12	-3%	3%	-23%	-11	-13%	-27%
59	Cc1cc(C(=O)Cn2nc(C(=O)O)c3ccccc3c2=O)c(C)n1-c1cccc(C(F)(F)F)c1	-25%	1%	0%	-26	8%	-15%
60	Cc1ccc(N(C)C(=O)N2CCN(S(=O)(=O)c3c(C)cc(C)cc3C)CC2)cc1	89%[activator]	2%	-3%	-21	-4%	5%
61	O=C(O)C1CCCCC1C(=O)NCc1ccccc1 (stereo not drawn)	-10%	3%	0%	2	-4%	4%
62	CN1C(=O)/C(=C/c2cc(C(C)(C)C)c(O)c(C(C)(C)C)c2)NC1=S	-34%	1µM*	-7%	1	8%	7%
63	Cc1cc(C)c(C(=O)CSc2nnc(C)s2)c(C)c1	8%	x	-16%	-61*	5%	-9%

Of the compounds above, 11 contain a Cl atom.
no.	smiles	AmpC no deterg	Sm TGR inh	Giardia FBPA inh	HCMV antiviral	AmpC inh detg	HCV inhibitor
6	Cc1nnc(NC(=O)C2CCN(S(=O)(=O)c3ccc(Cl)cc3)CC2)s1	-17%	-1%	3%	0	-4%	18%
11	CCNC(=O)O/N=C(\C)c1sc(-c2ccc(Cl)cc2)nc1C	15%	23%	-6%	170	1%	10µM*
16	O=C(CC(CC(=O)c1ccc(Cl)cc1)c1ccccc1C(=O)O)c1ccc(Cl)cc1	-23%	6%	24%	10	-2%	10%
22	CSc1ncc(Cl)c(C(=O)Nc2ccc(S(=O)(=O)Nc3nccc(C)n3)cc2)n1	-17%	5%&-6%	x	5&8	8%&16%	x
24	COc1ccccc1CNC(=O)CSc1nnc2c(Cl)cc(C(F)(F)F)cn12	12%	-13%	4%	-5	-17%	9%
25	CCN(C(=O)COC(=O)c1c(C)nn(-c2ccccc2)c1Cl)c1c(N)n(Cc2ccccc2)c(=O)[nH]c1=O	93%[activator]	-2%	x	-3	-17%	-29%
37	O=c1cc(CN2CCN(Cc3ccccc3)CC2)c2cc(Cl)ccc2o1	-7%	-16%	5%	52	u	12%
42	CCCn1c(SCC(=O)Nc2cc(Cl)ccc2OC)n[nH]c1=O	27%	5%	-20%	39	4%	10µM*
45	O=C(Nc1ccccc1C(=O)NCc1ccc(Cl)cc1)c1ccco1	-55%	2%	4%	-32	-1%	u
51	CCCn1c(SCc2nc(-c3ccccc3OCC)no2)nnc1-c1ccc(Cl)cc1	x	-12%	x	-14	2%	x
55	NC(=NC1CCCCC1)c1ccc(Cl)cc1	-25%	x	0%	-27	2%	18%
